High-throughput results (PubChem BioAssay)
Jurkat NFkB inh = inhibitors of the PMA/ionomycin-induced NF-kB reporter in Jurkat cells; PMA/ionomycin-induced NF-kB luciferase reporter, luminescence; inhibition, % at 4 µM; 0.53% of 330,000 active; in the data active = inhibition above about 50%
CCR6 antagonist = CCR6 (human) receptor antagonism; CHO-K1 CCR6 PathHunter beta-arrestin, luminescence, CCL20-stimulated; inhibition, % at 20 µM; P51684; 0.49% of 340,000 active; AID 493098;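 active = compounds whose inhibition of the agonist-driven luminescence signal at 20 µM reaches about 50%, limit read from the data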;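 note: cells stimulated with CCL20 at 14 nM final; plate controls were DMSO with CCL20 for no effect and DMSO without agonist for full effect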
Target sequence (P51684 whole entry, looked up): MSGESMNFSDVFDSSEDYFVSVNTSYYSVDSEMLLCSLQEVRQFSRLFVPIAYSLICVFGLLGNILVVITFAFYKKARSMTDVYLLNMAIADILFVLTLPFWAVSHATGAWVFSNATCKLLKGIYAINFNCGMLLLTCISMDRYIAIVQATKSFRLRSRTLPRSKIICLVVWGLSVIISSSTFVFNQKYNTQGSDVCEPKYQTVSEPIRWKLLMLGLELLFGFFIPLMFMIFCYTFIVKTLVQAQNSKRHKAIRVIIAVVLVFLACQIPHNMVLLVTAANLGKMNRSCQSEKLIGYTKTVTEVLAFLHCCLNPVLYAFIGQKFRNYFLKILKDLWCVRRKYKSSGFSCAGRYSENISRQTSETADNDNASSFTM
CXCR6 inh = CXCR6 (human) receptor inhibition | 0.36% of 360,000 active | CHO-K1 PathHunter CXCR6 beta-arrestin, luminescence | inhibition, % at 20 µM | AID 602244 | O00574; in the data active = inhibition above about 34%, passing the limit was not always enough;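 note: antagonist mode with CXCL16 agonist at 10 nM final; 0% = 10 nM CXCL16 with DMSO and 100% = unstimulated wells without agonist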
Target sequence (O00574 whole entry, looked up): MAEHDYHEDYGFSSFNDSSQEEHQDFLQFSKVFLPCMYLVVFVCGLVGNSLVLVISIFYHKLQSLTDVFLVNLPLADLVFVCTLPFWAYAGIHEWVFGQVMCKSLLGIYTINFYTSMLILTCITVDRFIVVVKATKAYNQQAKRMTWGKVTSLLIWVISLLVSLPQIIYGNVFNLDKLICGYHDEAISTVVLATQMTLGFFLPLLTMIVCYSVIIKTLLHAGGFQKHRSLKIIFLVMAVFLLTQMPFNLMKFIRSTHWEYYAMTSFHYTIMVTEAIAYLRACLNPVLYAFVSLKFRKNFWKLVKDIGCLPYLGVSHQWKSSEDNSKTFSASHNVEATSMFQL
EBI2 antag = blocks human EBI2 receptor beta-arrestin signaling. AID 651636. inhibition, % at 5 µM. EBI2 beta-arrestin recruitment, luminescence, 7a,25-OHC stimulated. 0.81% of 360,000 active; in the data active = inhibition above about 38%;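 note: enzyme fragment complementation signal reports receptor beta-arrestin coupling in cells; 0% = agonist plus DMSO wells and 100% = wells without agonist; some results beyond the cut were filed as inactive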
APJ antagonist = blocks the human apelin receptor APJ; P35414; CHO-K1 APJ beta-arrestin complementation, luminescence; inhibition, % at 20 µM; 0.32% of 330,000 active; AID 2521;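 active = inhibition above about 40% at 20 µM, limit read from the data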;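 note: cells challenged with 10 nM apelin-13 agonist together with compound; plate controls were apelin-13 plus DMSO wells for no effect and DMSO wells lacking apelin-13 for full effect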
Target sequence (P35414 whole entry, looked up): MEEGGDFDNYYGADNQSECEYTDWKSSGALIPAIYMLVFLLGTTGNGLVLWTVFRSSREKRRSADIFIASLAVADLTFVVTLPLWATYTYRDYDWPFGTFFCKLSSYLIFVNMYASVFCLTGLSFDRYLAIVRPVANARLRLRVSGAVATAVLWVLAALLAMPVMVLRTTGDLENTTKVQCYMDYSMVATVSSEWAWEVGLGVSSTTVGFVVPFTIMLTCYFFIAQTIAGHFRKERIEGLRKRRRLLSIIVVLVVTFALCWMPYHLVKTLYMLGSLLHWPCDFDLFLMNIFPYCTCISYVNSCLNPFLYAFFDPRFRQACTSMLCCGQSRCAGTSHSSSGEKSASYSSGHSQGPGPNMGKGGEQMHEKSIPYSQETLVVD
Gli-Sufu antag = antagonists of Gli-Sufu signaling | inhibition, % at 5 µM | Sufu-KO-LIGHT fibroblasts, Gli luciferase reporter luminescence | 0.74% of 340,000 active;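 active = inhibition above about 55%, limit read from the data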;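 note: 0% = DMSO-treated cells and 100% = wells with medium but no cells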
UBC13 polyUb = human UBC13 polyubiquitination inhibition. P61088. UBC13 polyubiquitin chain formation, TR-FRET. inhibition, % at 20 µM. 0.47% of 330,000 active. AID 485273; in the data active = inhibition above about 45%, passing the limit was not always enough
697 NFkB inh = inhibitors of the PMA/ionomycin-induced NF-kB reporter in 697 B cells; 697 B-cell NF-kB luciferase reporter, 16 h; AID 435022; inhibition, % at 4 µM; 0.33% of 330,000 active; in the data active = inhibition above about 35%
Starred values were filed as active, the others as inactive; . = not tested or not shown.

smiles	Jurkat NFkB inh	CCR6 antagonist	CXCR6 inh	EBI2 antag	APJ antagonist	Gli-Sufu antag	UBC13 polyUb	697 NFkB inh
CCOC(=O)c1c(NC(=O)CSc2n[nH]c(CNc3ccccc3)n2)sc(C)c1C	3	7	-2	11	2	0	-7	-12
O=C(N/C(=C\c1ccc([N+](=O)[O-])cc1)C(=O)N1CCCCC1)c1ccccc1	4	5	2	-2	5	-1	-7	10
CCOC(=O)C(NC(=O)CCl)(Nc1sc(C)c(CC)c1C#N)C(F)(F)F (stereo unspecified)	-2	10	1	-15	7	-17	6	-4
CCOc1ccc(-c2[nH]ncc2Oc2ccccc2OC)c(O)c1	0	8	-6	12	-6	1	33	5
CCOC(=O)CC1CCCCN1C(=O)c1cc(COc2cccc3cnccc23)on1 (stereo unspecified)	50*	-1	-23	2	-32	74*	1	-35
CCOc1cc2[nH]c(=S)n(CCC(=O)NCc3ccco3)c(=O)c2cc1OCC	8	-13	-2	-6	1	6	10	5
COC(=O)CCC(=O)OC1(C)C(=O)C2=CN(CC(C)C)C(c3ccc(OC)cc3)=CC2=C(Br)C1=O (stereo unspecified)	6	.	.	.	-118	.	-97	20
COc1cc(-c2nnc(CSc3nnc4nc(C)cc(C)n34)o2)cc(OC)c1OC	-3	11	-6	-5	-2	0	8	-14
CCCCOc1ccc(CSc2n[nH]c(C)n2)cc1	-74	-5	-5	-3	-25	-43	1	-26
OCCN1CN=C(Nc2nc3ccccc3o2)NC1	5	5	1	-5	-1	-7	7	14
COc1cc(OC)c(C2=NOC(C(=O)O)C2)cc1Cl (stereo unspecified)	0	12	-2	-26	15	-18	-2	5
CC(C)COC(=O)Nc1nnc(Cc2ccccc2)s1	-8	12	4	-1	-11	-33	-3	-39
Cc1cc(C(=O)N/N=C/c2ccc(N3CCOCC3)cc2)c(C)o1	-11	2	-2	9	9	-7	-2	8
Fc1ccc(C2=CC(c3cccs3)n3nnnc3N2)cc1 (stereo unspecified)	-3	5	-7	-3	-16	-2	-9	-12
Cc1onc(-c2c(Cl)cccc2Cl)c1C(=O)O/N=C(\C#N)c1ccccc1	-4	3	8	8	-8	-21	-1	11
O=C(COC(=O)c1ccc2c(c1)OCCO2)NC1CCCCC1	-3	12	-3	4	-3	-5	-9	7
Cc1ccc2[nH]cc(C(=O)CN3CCN(c4ccccn4)CC3)c2c1	22	8	-5	2	-20	1	2	5
O=C(c1ccco1)N1CCN(c2ccccc2F)CC1	-3	-9	2	-11	2	4	1	15
CCn1cc(C(=O)NC2CC(C)(C)Cc3c2cnn3-c2cccc(F)c2)cn1 (stereo unspecified)	5	7	5	-9	4	28	0	26
CCO/N=C(\C)c1c(O)c2ccccc2n(C)c1=O	10	-2	-9	-9	4	-3	3	-20

2 of these compounds in a different format:
Cc1onc(-c2c(Cl)cccc2Cl)c1C(=O)O/N=C(\C#N)c1ccccc1
  Jurkat NFkB inh: -4 | CCR6 antagonist: 3 | CXCR6 inh: 8 | EBI2 antag: 8 | APJ antagonist: -8 | Gli-Sufu antag: -21 | UBC13 polyUb: -1 | 697 NFkB inh: 11
O=C(COC(=O)c1ccc2c(c1)OCCO2)NC1CCCCC1
  Jurkat NFkB inh: -3 | CCR6 antagonist: 12 | CXCR6 inh: -3 | EBI2 antag: 4 | APJ antagonist: -3 | Gli-Sufu antag: -5 | UBC13 polyUb: -9 | 697 NFkB inh: 7

(next part)
smiles	Jurkat NFkB inh	CCR6 antagonist	CXCR6 inh	EBI2 antag	APJ antagonist	Gli-Sufu antag	UBC13 polyUb	697 NFkB inh
N#Cc1c(SCC(=O)Nc2nccs2)sc2c(O)cc(=O)[nH]c12	-3	-3	-2	2	-9	-11	-5	8
COc1cc(NS(=O)(=O)c2ccc(N/C=C(\C=O)c3nc4ccccc4o3)cc2)nc(OC)n1	12	17	8	-6	17	-2	-18	8
CC(=O)Nc1ccc(OCC(O)Cn2nc(C)c(C(C)=O)c2C)cc1 (stereo unspecified)	4	14	-8	0	8	2	6	0
CCOC(=O)C1CCN(C(=O)CN2C(=O)CSc3ccc(S(=O)(=O)N4CCOCC4)cc32)CC1	6	-2	-12	7	2	-5	4	9
CCCCOc1ccc(/C=C/C2=CC(C)(C)NC(=S)N2)cc1OCC	-1	4	-4	7	6	-1	10	17
CS(=O)(=O)c1ccc2nc(NC(=O)C3C4C=CC(C4)C3C(=O)O)sc2c1 (stereo unspecified)	7	-6	5	-2	0	1	8	17
Cc1ccc(S(=O)(=O)/N=S(\C)CC2CC2(Cl)Cl)cc1 (stereo unspecified)	-8	4	-5	1	21	-3	-5	5
CC(C)(C)c1cccc(Oc2nn[nH]n2)c1	5	3	2	3	-9	5	12	1
C/C(=N\NC(=O)c1nnn(-c2nonc2N)c1-c1cccs1)c1cccnc1	-3	0	2	-19	10	-11	-5	-14
COc1cc(/C=C(/C#N)C(=O)Nc2ccc(Cl)cc2)ccc1Oc1nc(Cl)ncc1F	17	-8	-1	24	-26	6	-3	15
C[C@H]1CN=C(N(C)C)N1CCc1cccc(F)c1	3	22	6	-27	0	-10	1	20
CC(C1CCN(Cc2cn(C)nc2-c2cccc(Cl)c2)CC1)N1CCOCC1 (stereo unspecified)	6	-1	2	4	-8	15	6	15
COC(=O)c1c(NC(=O)c2ccc(S(=O)(=O)N3CCOCC3)cc2)sc2c1CCN(C(C)C)C2	-8	21	3	14	29	-3	3	10
Cc1ccc(CCNC(=O)c2sc3nc4n(c(=O)c3c2C)CCC4)cc1	-9	15	-1	4	16	-8	-6	-24
O=C(NC1CCCCC1)C(c1ccco1)N(Cc1cccs1)C(=O)Cn1nnc2ccccc21 (stereo unspecified)	11	-12	9	13	-14	-19	-10	-4
Cc1c(C)n(Cc2ccccc2)c2ncnc(NCCN(C)C)c12	-23	10	5	-2	12	3	9	13
O=C(COC(=O)CNS(=O)(=O)c1ccc(Br)cc1Cl)NC1CCCC1	-13	5	-4	10	-5	-16	-3	-34
Nc1ccc(CNc2ncn[nH]2)cc1	-11	1	-2	-3	-8	-1	-16	10
COc1ccc(Nc2ccc(C(N)=O)cc2[N+](=O)[O-])cc1	-12	23	7	0	23	-3	-62	5
COc1ccc(CN2CCN(S(=O)(=O)c3ccccc3)CC2)c(OC)c1OC	-8	5	-10	-10	-11	0	-7	7

smiles	Jurkat NFkB inh	CCR6 antagonist	CXCR6 inh	EBI2 antag	APJ antagonist	Gli-Sufu antag	UBC13 polyUb	697 NFkB inh
COCCOC(=O)c1c(C)n(C)c2ccc(OC(=O)C3CC3)cc12	-18	4	-4	1	15	9	1	9
C=CCn1c(=O)c2ccccc2n2c(SCC(=O)N3CCCc4ccccc43)nnc12	2	20	11	2	9	-1	-3	-1
CCCCCn1ccc(=O)c2c(C(F)(F)F)nccc21	12	-2	3	-6	7	16	2	-23
CC(C)NCCCCOc1cccc(Br)c1	10	9	0	-2	4	3	-2	3
CC(=O)OCCC(NS(=O)(=O)OCC(Cl)(Cl)Cl)c1ccccc1 (stereo unspecified)	-23	14	-2	10	7	-1	3	-2
Cc1ccc(Cl)cc1N1CCN(CC(=O)Nc2ccc(CN3CCCCC3)cc2)CC1	-9	8	-2	-3	7	9	13	-12
O=C(c1ccc(Cn2ccc([N+](=O)[O-])n2)cc1)N1CCN(Cc2ccccc2)CC1	2	10	-5	-6	7	2	0	-6
O=C(Cc1ccc(Cl)cc1)c1c[nH]c(C(=O)NCc2cccnc2)c1	-4	11	-1	12	-1	-8	-20	2
CCC(C)Sc1ccc([C@H]2N[C@@](Cc3ccccc3)(C(=O)OC)[C@H]3C(=O)N(CC)C(=O)[C@@H]23)cc1OC (stereo partly specified)	8	13	9	16	9	13	1	-4
CCOc1ccc(NC(=O)C2CC(=O)NC(N3CCc4ccccc43)=N2)cc1 (stereo unspecified)	-14	-12	-11	-8	3	5	2	12
Cc1cccc(C)c1NC(=O)COc1ccccc1C(=O)Nc1ccc(Br)cn1	2	15	-2	13	5	4	6	11
CCOC(=O)C(O)(CCC(O)(C(=O)OCC)C(=O)OCC)C(=O)OCC	-9	17	0	-4	4	-1	1	-4
COc1cc(OC)cc(C(=O)N(CN2CCCC2=O)c2ccccc2OC)c1	7	10	-2	-10	12	0	-2	18
O=C(CCN1C(=O)c2ccccc2S1(=O)=O)Nc1ccc(F)cc1F	-8	0	-1	-7	-5	-6	-1	15
COc1cc(/C=N/NC(=O)NC23CC4CC(CC(C4)C2)C3)ccc1OCC(N)=O	7	6	2	-21	-20	6	5	27
O=C(NCc1ccccn1)c1ccc2c(c1)N(Cc1ccccc1)CCS2	7	9	3	4	-16	-2	19	9
C=CCN(CC=C)S(=O)(=O)c1ccc(C(=O)Nc2nnc(COC)o2)cc1	3	14	4	-10	17	7	0	20
Cc1cc(C)cc(NC(=O)CCN2C(=O)c3ccccc3S2(=O)=O)c1	5	7	0	-8	9	-1	-5	-3
COc1ccccc1NC(=O)c1nn(C)cc1Br	7	24	-2	-1	1	-3	3	-9
Cc1ccc(NC(=O)Cn2cnc(C(=O)Nc3ccc(C)c(C)c3)n2)cc1C	.	17	4	2	.	0	.	3

smiles	Jurkat NFkB inh	CCR6 antagonist	CXCR6 inh	EBI2 antag	APJ antagonist	Gli-Sufu antag	UBC13 polyUb	697 NFkB inh
COc1ccc(Br)c(C(=O)NNC(=O)c2ccc(NS(=O)(=O)c3cccs3)cc2)c1	11	-2	-18	-1	1	-6	0	-6
Cc1ccc(CN2CCN(CC(=O)N=Nc3c(O)[nH]c4ccccc34)CC2)cc1	3	-10	1	-7	10	21	-17	-4
COc1ccc(Cn2c(C)c(C)c(C#N)c2NC(=O)Nc2ccc(Cl)cc2)cc1	3	27	-2	-7	-6	-22	5	21
CC(OC(=O)C1CSC2(c3ccc(F)cc3)CCC(=O)N12)C(=O)NC(N)=O (stereo unspecified)	2	11	3	1	14	-33	8	20
COc1ccc(CN(C)C(=O)Cn2cnc(C(=O)Nc3ccc(C)c(C)c3)n2)cc1OC	.	20	-2	3	.	1	.	2
Cc1c(/C=N/n2cnnc2)c2ccccc2n1CCOc1ccccc1	-10	-4	3	-3	20	3	7	1
CC(C)N(Cc1ccccc1)C(=O)c1ccc2c(c1)OCO2	10	8	2	-10	3	37	-5	-52
O=C(NCc1ccco1)c1cc2ccccc2o1	1	14	1	0	15	-1	-2	7
CCOC(=O)C(C(=O)N1CCOCC1)C1CCCCC1 (stereo unspecified)	7	-13	1	-21	-1	4	-6	0
O=C(O)CC(Cn1[nH]nnc1=S)c1ccccc1 (stereo unspecified)	1	-7	13	1	-14	5	6	25
C=CCn1c(SCC(=O)c2c(N)n(CCC)c(=O)n(C)c2=O)nc2sc(CC)cc2c1=O	-4	21	4	0	-2	.	-7	-11
O=C(NCCc1ccccc1)C1(S(=O)(=O)c2ccc(Cl)cc2)CC1	13	-4	-3	6	4	6	4	4
Cn1cc(C(=O)N2CCCC(Nc3ccc(F)cc3)C2)c2ccccc21 (stereo unspecified)	-16	-2	2	6	-6	8	-5	4
Cc1ccc(OCC(=O)N2CCOCC2)cc1C	-5	9	-5	1	2	-28	8	5
CCOc1ccccc1NC(=O)C1CCCN(C(=O)NCc2ccccc2)C1 (stereo unspecified)	-6	14	-6	-2	-2	7	-2	1
COC(=O)c1cc2ccccc2oc1=O	-12	2	3	-2	-4	-1	-1	6
COC(=O)c1ccc(COC(=O)c2ccc(N(C)C)cc2)cc1	-19	18	2	-11	16	-23	5	-89
O=C(COc1ccc2ccc(=O)oc2c1)c1ccccc1	-2	4	6	18	3	1	2	-12
Cc1ccccc1OCC(=O)OCC(=O)NCCc1ccccc1	2	-9	7	-6	9	-3	9	19
Cc1cccc(NC(=O)C2CCN(S(=O)(=O)c3c(C)[nH]c(=O)[nH]c3=O)CC2)c1	0	9	-18	-7	-12	-1	2	-7

smiles	Jurkat NFkB inh	CCR6 antagonist	CXCR6 inh	EBI2 antag	APJ antagonist	Gli-Sufu antag	UBC13 polyUb	697 NFkB inh
COc1ccccc1NC(=O)NCC(c1ccco1)N1CCCCC1 (stereo unspecified)	4	6	2	6	14	-8	2	14
CC(C)C(=O)Nc1sc2c(c1C(N)=O)CCN(Cc1ccccc1)C2	-21	5	-4	-5	10	2	3	0
c1ccc(-c2nnsc2-c2nc3ccccc3[nH]2)cc1	-14	10	-7	2	3	2	4	-51
O=C1CCC(C(=O)N2CCCC(C(=O)c3ccc4ccccc4c3)C2)=NN1 (stereo unspecified)	-6	16	2	1	-8	-17	3	1
